Tb PYK inh: qHTS of Trypanosoma Brucei Inhibitors; TbPYK enzyme, Kinase-Glo Plus ATP luminescence, 45 min; actives 0.12% (n = 410,000); pyruvate kinase (Trypanosoma brucei), Q57TT1; Potency, µM (doses to about 76.8 µM), for the others: at the highest dose activity, negative = inhibition, actives largely listed as inhibitors; note: potency is the fitted concentration of half-maximal effect; % is set by controls: 0 for no effect and ±100 for the full control effect; nearly all actives have a fitted effect of over 50% in size
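TbPYK + substrate in 50 mM TEA pH 7.2, 100 mM KCl, 10 mM MgCl2, 0.05% BSA, 0.01% Tween-20; cpd pinned; ADP 130 uM final; 45 min RT; Kinase-Glo Plus 10 min; luminescence endpoint.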
Shiga toxin inh: A qHTS for Small Molecule Inhibitors of Shiga Toxin; Vero cells, Shiga toxin protein synthesis inhibition reporter; inhibition, % at 38.7 µM; actives 9.2% (n = 290,000); in the data active = inhibition mostly above about 28%, no sharp cut-off; inactive = mostly below about 43%; note: 0% is about no effect
AmpC no deterg: qHTS Inhibitors of AmpC Beta-Lactamase (assay without detergent); P00811; AID 485341, 2010; actives 0.52% (n = 330,000); Potency, µM (doses to about 57.1 µM), for inactives: at the top dose activity change, negative = inhibition, usual class: inhibitors; AmpC nitrocefin hydrolysis, absorbance 480 nm, 0.0001% Triton;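 note: potency is the fitted concentration of half-maximal effect; plate controls were no compound for no effect and no enzyme for full effect; nearly all actives have a fitted effect of over 20% in size; some results filed as inactive show a strong effect at the top dose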
Target sequence (P00811 whole entry, looked up): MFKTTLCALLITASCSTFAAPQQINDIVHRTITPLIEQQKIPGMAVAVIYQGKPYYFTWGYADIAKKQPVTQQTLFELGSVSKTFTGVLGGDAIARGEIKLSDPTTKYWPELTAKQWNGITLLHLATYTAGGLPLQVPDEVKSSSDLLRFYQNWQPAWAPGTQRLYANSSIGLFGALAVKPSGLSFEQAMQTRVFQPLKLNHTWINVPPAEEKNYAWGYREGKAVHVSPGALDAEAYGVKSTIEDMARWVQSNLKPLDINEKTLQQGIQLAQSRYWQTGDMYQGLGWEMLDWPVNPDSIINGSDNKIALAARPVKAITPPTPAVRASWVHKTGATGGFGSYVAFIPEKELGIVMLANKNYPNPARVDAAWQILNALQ
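20 mM phosphate pH 7.0 + 0.01% (detergent screen) or 0.0001% Triton X-100; 5.3 nM AmpC reagent; cpd preinc 15 min RT; nitrocefin (800 uM stock) to start; A480 q20 s × 4 min; Activity was normalised to no-enzyme and no-compound control wells.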
Pf growth 96h: Primary qHTS for delayed death inhibitors of the malarial parasite plastid, 96 hour incubation; P. falciparum luciferase reporter growth, 96 h; Potency, µM (series often up to 28.7 µM), inactives show top-dose activity change, negative = inhibition, usual class: inhibitors; actives 6.9% (n = 320,000); AID 504834, 2011; note: potency is the fitted concentration of half-maximal effect; % is set by controls: 0 for no effect and ±100 for the full control effect
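Delayed-death screen, second-generation endpoint: infected erythrocytes, 2% hematocrit, 0.05% parasitemia final; 96 hours at 37 C, 5% CO2; luciferase detection reagent; luminescence decrease equals reduced growth.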
Pf growth 48h: Primary qHTS for delayed death inhibitors of the malarial parasite plastid, 48 hour incubation; P. falciparum luciferase growth in erythrocytes, 48 h; Potency, µM (highest dose often 28.7 µM), inactives show at the highest dose activity change, negative = inhibition, usual class: inhibitors; actives 5.9% (n = 310,000); AID 504832, 2011; note: potency is the fitted concentration of half-maximal effect; % is set by controls: 0 for no effect and ±100 for the full control effect
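Parasite viability was followed by luminescence of a genomically integrated firefly luciferase. Cultures held 0.1% parasitemia at 2% hematocrit (final), incubated under 5% CO2 at 37 C.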
LmPK inhibitor: qHTS Assay for Inhibitors of Leishmania Mexicana Pyruvate Kinase (LmPK). Q27686. purified LmPK, Kinase-Glo ATP luminescence, 1 h. Potency, µM (series often up to 57.5 µM), inactives show at the top dose activity change, negative = inhibition, actives largely listed as inhibitors. actives 0.37% (n = 290,000). AID 1721, 2009; note: potency is the fitted concentration of half-maximal effect; % is set by controls: 0 for no effect and ±100 for the full control effect
Target sequence (Q27686 whole entry, looked up): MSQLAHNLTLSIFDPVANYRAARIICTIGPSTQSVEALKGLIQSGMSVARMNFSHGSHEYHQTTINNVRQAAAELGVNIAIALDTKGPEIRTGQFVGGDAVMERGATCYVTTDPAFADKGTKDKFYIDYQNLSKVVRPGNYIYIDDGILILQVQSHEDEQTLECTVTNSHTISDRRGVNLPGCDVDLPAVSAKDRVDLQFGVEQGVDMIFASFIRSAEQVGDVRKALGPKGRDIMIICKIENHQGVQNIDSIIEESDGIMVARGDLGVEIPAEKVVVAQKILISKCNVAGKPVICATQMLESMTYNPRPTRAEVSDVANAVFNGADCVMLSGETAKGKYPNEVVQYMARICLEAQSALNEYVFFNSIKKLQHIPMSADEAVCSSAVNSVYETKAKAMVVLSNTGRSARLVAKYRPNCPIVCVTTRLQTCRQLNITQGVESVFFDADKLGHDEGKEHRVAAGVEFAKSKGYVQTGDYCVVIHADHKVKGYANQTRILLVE
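Purified LmPK (0.1 nM) converted ADP (0.1 mM) to ATP with PEP (0.5 mM) in imidazole buffer pH 7.2 with KCl and MgCl2, 1 h at room temperature. ATP was read by Kinase-Glo luminescence; data normalized to uninhibited and no-enzyme controls.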
CHX counter: Cycloheximide Counterscreen for Small Molecule Inhibitors of Shiga Toxin. cell reporter, cycloheximide protein synthesis inhibition counterscreen. max response, %. actives 12% (n = 300,000). AID 2314, 2010; in the data active = max response mostly above about 13%, no sharp cut-off; inactive = mostly below about 14%; note: read at 38.3 µM for the half of the compounds with a filed dose; 0% is about no effect
Active calls of the source: *; [ ] = another dose, or the depositor's remark. Unless noted, calls come from the whole dose curve; as a rule, active = well fitted curve in the direction sought with a large enough effect; inconclusive = small, poorly fitted or top-dose-only effect, or another doubt; inactive = no such curve, though single readings can be large; an effect the other way counts as inactive or inconclusive.

Screening O=C(Oc1cccc([N+](=O)[O-])c1)c1ccc2c(=O)n3c(nc2c1)CCC3 returned Tb PYK inh -2.6%, AmpC no deterg -14.1%, Pf growth 96h -0.5% and Pf growth 48h -16.8%.
For CN(C)CCCNCC(=O)NN(c1ccccc1)c1ccccc1 the results were Tb PYK inh 28.8%, Shiga toxin inh -1.1, AmpC no deterg -2.9%, Pf growth 96h 60.5%[activator], Pf growth 48h -0.5%, LmPK inhibitor -2.3% and CHX counter -3.0.
`COc1ccccc1N1CCN(C(=O)CN(Cc2ccccc2)S(C)(=O)=O)CC1` gave Tb PYK inh -6.6%, Shiga toxin inh -18.5, AmpC no deterg 101.7%[activator], Pf growth 48h 1.3%, LmPK inhibitor 3.4% and CHX counter -4.6.
For CSc1cccc(NC(=S)N2CCC(N(C)C3CCCCCC3)CC2)c1 the results were Tb PYK inh 4.2%, Shiga toxin inh 2.1, AmpC no deterg -5.6%, Pf growth 96h 24.5%, Pf growth 48h -12.5%, LmPK inhibitor -0.1% and CHX counter -3.9.
Screening COCCN(C(=O)CNC(=O)c1ccco1)C(C(=O)NC1CCCC1)c1cccs1 (stereo not drawn) returned Tb PYK inh -0.7%, Shiga toxin inh 8.6, AmpC no deterg -13.9%, Pf growth 96h 53.9%[activator], Pf growth 48h -10.7%, LmPK inhibitor 2.2% and CHX counter 1.0.
Screening CC(NC(=O)C(=O)N1CCOCC1)C(c1cccs1)N1CCN(c2ccc(F)cc2)CC1 (stereo not drawn) returned Tb PYK inh -4.1%, Shiga toxin inh 9.2, AmpC no deterg 158.4%[activator], Pf growth 96h 28.2%, Pf growth 48h inconclusive, LmPK inhibitor 11.2% and CHX counter -3.1.
Screening Cc1ccc(C(=O)COC(=O)COc2ccc(C)c(C)c2)cc1 returned Tb PYK inh 0.9%, Shiga toxin inh 12.6, AmpC no deterg -26.4%, Pf growth 96h -19.7%, Pf growth 48h 0.1%, LmPK inhibitor -10.3% and CHX counter -0.9.
For O=C(/C=C/c1ccc2c(c1)OCO2)NCCS(=O)(=O)N1CCN(c2ccc(F)cc2)CC1 the results were Tb PYK inh 1.4%, AmpC no deterg -20.9%, Pf growth 96h -24.2% and Pf growth 48h inconclusive.
Screening CCOC(=O)N1CCN(c2c(-c3ccc(C)cc3)c(=O)c2=O)CC1 returned Tb PYK inh -2.3%, Shiga toxin inh -3.6, AmpC no deterg -7.5%, Pf growth 96h 48.2%[activator], Pf growth 48h -13.7%, LmPK inhibitor -3.9% and CHX counter -1.0.
Screening CCOc1ccc(N(CC(=O)N2CCCC2)S(=O)(=O)c2ccc(F)cc2)cc1 returned Tb PYK inh -7.2%, Shiga toxin inh -1.9, AmpC no deterg 54.8%, Pf growth 96h 1.0%, Pf growth 48h -11.1%, LmPK inhibitor 0.5% and CHX counter -5.0.
`CC(=O)NC(C(=O)NCC(N)=O)C(C)C` (stereo not drawn) gave Tb PYK inh 5.8%, Shiga toxin inh -21.6, AmpC no deterg -13.2%, Pf growth 96h inconclusive, Pf growth 48h -4.4%, LmPK inhibitor 2.8% and CHX counter -1.8.
For Cn1c(=O)c2c(nc(OCc3ccccc3)n2C)n(C)c1=O the results were Tb PYK inh 8.4%, Shiga toxin inh -13.3, AmpC no deterg -13.7%, Pf growth 96h -0.8%, LmPK inhibitor 3.8% and CHX counter -6.4.
`CN1CCc2c(sc(NC(=O)c3cc4cc([N+](=O)[O-])ccc4s3)c2C(N)=O)C1` gave Shiga toxin inh -31.2, AmpC no deterg 8.9%, Pf growth 96h inconclusive, Pf growth 48h inconclusive, LmPK inhibitor 0.4% and CHX counter -9.6.
Screening S=C(NCc1ccccc1)NN1CCOCC1 returned Tb PYK inh 4.1%, Shiga toxin inh 8.6, AmpC no deterg -18.8%, Pf growth 96h 0.0%, Pf growth 48h 1.3%, LmPK inhibitor 0.1% and CHX counter -1.1.
For O=C(CN1C(=O)CSc2ccccc21)Nc1ccccc1C(=O)N1CCOCC1 the results were Tb PYK inh -3.7%, Shiga toxin inh 9.5, AmpC no deterg 2.5%, Pf growth 48h 19.6%, LmPK inhibitor -0.9% and CHX counter -1.7.
CCOc1ccc(CCNC(=O)C2CCCN(C(=O)N(C)C)C2)cc1OCC (stereo not drawn) was read as Tb PYK inh 1.0%, Shiga toxin inh -1.2, AmpC no deterg -9.2%, Pf growth 96h -5.1%, Pf growth 48h -6.1%, LmPK inhibitor 1.8% and CHX counter 0.8.
For O=[N+]([O-])c1ccc(COn2nnc3ccccc32)cc1 the results were Tb PYK inh -0.2%, Shiga toxin inh 45.1, AmpC no deterg -32.0%, Pf growth 96h 39.2%[activator], Pf growth 48h 21.2%, LmPK inhibitor -1.3% and CHX counter 14.2*.
`COc1ccc(S(=O)(=O)N2CN(Cc3ccco3)c3nc4ccccc4nc32)cc1` gave Tb PYK inh -4.6%, Shiga toxin inh 34.6, AmpC no deterg -19.5%, Pf growth 96h 42.9%[activator], Pf growth 48h 11.7µM*, LmPK inhibitor -0.1% and CHX counter 12.8.
Cc1ccnc(NC(=O)c2ccc(NC(=O)c3ccco3)cc2)c1 was read as Tb PYK inh -1.1%, Shiga toxin inh 64.6*, AmpC no deterg -45.3%, Pf growth 96h 29.4%, Pf growth 48h 46.9%[activator], LmPK inhibitor -7.3% and CHX counter 36.1*.
CC(=O)Oc1ccc(OC(C)=O)c(SCCCCCCl)c1 was read as Tb PYK inh -7.5%, Shiga toxin inh 57.6, AmpC no deterg -3.6%, Pf growth 96h 9.9%, Pf growth 48h inconclusive, LmPK inhibitor 11.2µM* and CHX counter 18.5.
O=C(CSc1nnc(-c2ccccc2)n1-c1ccc(Cl)cc1)NC1CCS(=O)(=O)C1 (stereo not drawn) was read as Tb PYK inh -3.0%, Shiga toxin inh 26.1, AmpC no deterg 152.3%[activator], Pf growth 96h inconclusive, Pf growth 48h 22.9%, LmPK inhibitor -0.3% and CHX counter 19.4.
For CC(C)(C)C(=O)Nc1nnc(SCC(=O)NCc2cccs2)s1 the results were Tb PYK inh -1.7%, Shiga toxin inh 2.6, AmpC no deterg -30.9%, Pf growth 96h inconclusive, Pf growth 48h 2.0%, LmPK inhibitor -2.7% and CHX counter 3.3.
Screening CN1CCN(C(=O)COCc2cc(-c3ccc4c(c3)OCO4)on2)CC1 returned Tb PYK inh -3.7%, Shiga toxin inh 23.4*, AmpC no deterg 8.4%, Pf growth 96h -11.0%, Pf growth 48h 32.0%[activator], LmPK inhibitor 3.4% and CHX counter 18.1*.
`CN1CCN(c2oc(-c3ccccc3Cl)nc2S(=O)(=O)c2ccccc2)CC1` gave Tb PYK inh -0.6%, Shiga toxin inh -8.6, AmpC no deterg 102.8%[activator], Pf growth 96h 79.5%[activator], Pf growth 48h inconclusive, LmPK inhibitor 6.3% and CHX counter -3.3.
Screening O=C(/C=C/c1ccccc1)NC1CC2CCCC(C1)N2Cc1ccccc1 (stereo not drawn) returned Shiga toxin inh -7.6, AmpC no deterg -18.0%, Pf growth 96h 2.33µM*, Pf growth 48h inconclusive, LmPK inhibitor -1.5% and CHX counter -2.5.
O=C(/C=C\c1ccc2c(c1)OCO2)Nc1nnc(SCC(=O)OCc2ccccc2)s1 was read as Shiga toxin inh -5.7, AmpC no deterg -31.4%, Pf growth 96h 1.8%, Pf growth 48h -16.0%, LmPK inhibitor 0.6% and CHX counter -1.9.
For COC(=O)C1CCN(C(=O)[C@H](C)NC(=O)C2CC(=O)N(c3ccc(F)cc3)C2)CC1 (stereo partly drawn) the results were Tb PYK inh 1.4%, Shiga toxin inh 1.7, AmpC no deterg -5.0%, Pf growth 96h -20.7%, Pf growth 48h -10.5%, LmPK inhibitor 6.0% and CHX counter 2.4.
Screening CCOc1ccc(-n2c(SCC(N)=O)nc3c(c2=O)SCC3)cc1 returned Tb PYK inh -1.6%, Shiga toxin inh 17.4, AmpC no deterg -36.6%, Pf growth 96h -30.5%, Pf growth 48h 8.28µM*, LmPK inhibitor 4.2% and CHX counter -1.1.
O=C1CCC(=O)N1c1ccc(S(=O)(=O)Nc2ccc(Br)cc2)cc1 was read as Tb PYK inh -6.8%, Shiga toxin inh 14.6, AmpC no deterg -1.2%, Pf growth 96h 14.0%, Pf growth 48h 2.0%, LmPK inhibitor 0.4% and CHX counter 6.4.
For O=c1c2ccccc2c(-c2ccccc2)nn1-c1ccccn1 the results were Tb PYK inh 0.8%, Shiga toxin inh -9.8, AmpC no deterg -19.9%, Pf growth 96h -0.8%, Pf growth 48h -6.0%, LmPK inhibitor -3.7% and CHX counter 2.4.
Screening CCCCS(=O)(=O)C(=C1Nc2ccccc2N1)S(=O)(=O)CCCC returned Tb PYK inh -2.0%, Shiga toxin inh -2.4, AmpC no deterg -25.1%, Pf growth 96h -1.6%, Pf growth 48h 67.7%[activator], LmPK inhibitor 1.6% and CHX counter 6.2.
For O=C(Nc1nnc(-c2ccccc2)s1)c1ccc(Cl)c(S(=O)(=O)N2CCOCC2)c1 the results were Shiga toxin inh -12.9, AmpC no deterg -1.9%, Pf growth 96h inconclusive, Pf growth 48h 24.9%, LmPK inhibitor -1.8% and CHX counter -4.3.
CN1CCN(c2nc(-c3cccnc3)nc3scc(-c4ccccc4)c23)CC1 was read as Tb PYK inh -5.9%, Shiga toxin inh 64.2, AmpC no deterg 12.1%, Pf growth 96h inconclusive, Pf growth 48h inconclusive, LmPK inhibitor -8.7% and CHX counter -0.3.
COc1cc(C2CC(=O)Oc3ccc(C(C)(C)C)cc32)cc(OC)c1OC (stereo not drawn) was read as Tb PYK inh 2.2%, Shiga toxin inh inactive, AmpC no deterg 32.8% and CHX counter -1.6.
For OCCC1CN(Cc2nc(-c3ccccc3)cs2)CCN1Cc1ccc(F)cc1 (stereo not drawn) the results were Tb PYK inh 1.0%, Shiga toxin inh -0.8, AmpC no deterg 192.8%[activator], Pf growth 96h -13.0%, Pf growth 48h 30.6%[activator], LmPK inhibitor -2.2% and CHX counter -2.6.
For O=C(COC(=O)Cc1ccccc1)NC(=O)NC1CCCCC1 the results were Tb PYK inh -0.8%, AmpC no deterg -7.8%, Pf growth 96h 13.9% and Pf growth 48h 16.6%.

Some of these compounds in order of molar mass, highest first:
For OCCC1CN(Cc2nc(-c3ccccc3)cs2)CCN1Cc1ccc(F)cc1 (stereo not drawn) the results were Tb PYK inh 1.0%, Shiga toxin inh -0.8, AmpC no deterg 192.8%[activator], Pf growth 96h -13.0%, Pf growth 48h 30.6%[activator], LmPK inhibitor -2.2% and CHX counter -2.6.
CN1CCN(c2nc(-c3cccnc3)nc3scc(-c4ccccc4)c23)CC1 was read as Tb PYK inh -5.9%, Shiga toxin inh 64.2, AmpC no deterg 12.1%, Pf growth 96h inconclusive, Pf growth 48h inconclusive, LmPK inhibitor -8.7% and CHX counter -0.3.
For O=C(COC(=O)Cc1ccccc1)NC(=O)NC1CCCCC1 the results were Tb PYK inh -0.8%, AmpC no deterg -7.8%, Pf growth 96h 13.9% and Pf growth 48h 16.6%.

High-throughput results deposited in PubChem by National Center for Advancing Translational Sciences (NCATS).
